High-throughput results as filed in PubChem BioAssay.
IMP-1 inhibitor = inhibitors of Pseudomonas aeruginosa IMP-1 metallo-beta-lactamase; purified IMP-1, nitrocefin hydrolysis, epi-absorbance fluorescence; inhibition, % at 5.6 µM; 0.45% of 290,000 active; AID 1556;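 active = inhibition above the mean plus 3 SD of all compounds in the same screening run, cut at about 4.5% in these data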;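 note: 0% = IMP-1 with DMSO and 100% = DMSO wells lacking enzyme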
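System: Purified recombinant IMP-1 metallo-beta-lactamase enzyme | Measured by: Fluorescence quenching readout, ex 480/em 530 nm | Replication: Singlicate | Incubation: 15 min preincubation plus 25 min reaction at 25 °C | Evaluation: Percent inhibition from optical density relative to buffer-blank wells | Benchmarks: DMSO with and without IMP-1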
MEKK3 PB1 HTS = modulators (inhibitors or enhancers) of MEK5 binding to human MEKK3 PB1 domain. Q99759. bead-based flow cytometry, Alexa488-MEK5 binding to MEKK3; actives lie on both sides; 0 = blocked by unlabeled MEK5, 100 = vehicle. 1.4% of 290,000 active. binding response (% of control), % at 10 µM;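 active = binding response more than 3 SD above or below the average of its plate-row segment, actives on both sides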;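 note: Alexa488 bead fluorescence after subtracting the streptavidin-only scavenger bead signal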
p-CIP stab down = p/CIP protein destabilization; Q05BA5; F442A p/CIP-EGFP cells, EGFP fluorescence, 16 h; decrease of EGFP signal, % at 10 µM; 0.01% of 290,000 active;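 active = EGFP signal decrease of at least 30% at 10 µM or well 3 SD below plate mean, unless failing retest; inactive = the rest, including hits failing retest or dose response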; note: some compounds called inactive have numbers as strong as hits; many of its hits are not listed in these tables
Target sequence (Q05BA5 1-1403): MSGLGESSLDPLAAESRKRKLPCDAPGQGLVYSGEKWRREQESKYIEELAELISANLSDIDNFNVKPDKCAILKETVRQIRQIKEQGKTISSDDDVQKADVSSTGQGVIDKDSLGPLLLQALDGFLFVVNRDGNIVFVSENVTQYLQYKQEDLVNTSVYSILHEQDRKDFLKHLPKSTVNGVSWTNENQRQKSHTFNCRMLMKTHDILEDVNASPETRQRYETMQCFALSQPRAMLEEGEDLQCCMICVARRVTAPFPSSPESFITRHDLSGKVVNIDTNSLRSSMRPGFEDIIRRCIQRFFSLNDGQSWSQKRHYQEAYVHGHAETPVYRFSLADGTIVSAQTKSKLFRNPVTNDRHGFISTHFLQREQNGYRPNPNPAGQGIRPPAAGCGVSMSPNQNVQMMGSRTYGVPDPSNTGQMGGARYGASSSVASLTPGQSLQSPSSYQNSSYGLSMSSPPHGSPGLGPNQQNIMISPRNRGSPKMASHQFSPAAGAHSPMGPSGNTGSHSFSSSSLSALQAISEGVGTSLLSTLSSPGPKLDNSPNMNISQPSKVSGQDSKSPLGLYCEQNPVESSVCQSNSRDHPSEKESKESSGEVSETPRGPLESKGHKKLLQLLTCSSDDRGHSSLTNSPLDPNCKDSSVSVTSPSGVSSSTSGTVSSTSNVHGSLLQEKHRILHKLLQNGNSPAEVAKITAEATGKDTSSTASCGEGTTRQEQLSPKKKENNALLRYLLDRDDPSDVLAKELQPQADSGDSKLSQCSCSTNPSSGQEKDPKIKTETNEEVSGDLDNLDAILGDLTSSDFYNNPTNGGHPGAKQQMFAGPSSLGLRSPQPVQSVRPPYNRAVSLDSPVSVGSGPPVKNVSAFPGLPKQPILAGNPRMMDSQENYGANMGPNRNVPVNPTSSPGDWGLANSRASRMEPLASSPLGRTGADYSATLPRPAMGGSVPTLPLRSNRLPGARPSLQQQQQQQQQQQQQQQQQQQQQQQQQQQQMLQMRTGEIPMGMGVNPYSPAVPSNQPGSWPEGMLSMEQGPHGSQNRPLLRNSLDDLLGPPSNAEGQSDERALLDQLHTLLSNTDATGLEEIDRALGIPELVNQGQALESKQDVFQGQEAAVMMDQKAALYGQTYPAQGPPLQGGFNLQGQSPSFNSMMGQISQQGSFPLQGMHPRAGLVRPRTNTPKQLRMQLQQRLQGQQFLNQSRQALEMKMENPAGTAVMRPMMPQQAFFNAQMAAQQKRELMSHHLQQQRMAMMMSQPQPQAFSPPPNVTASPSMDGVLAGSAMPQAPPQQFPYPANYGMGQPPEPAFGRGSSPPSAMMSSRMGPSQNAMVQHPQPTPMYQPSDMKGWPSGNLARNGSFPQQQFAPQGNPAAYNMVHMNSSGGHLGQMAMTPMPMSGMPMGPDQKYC
PHOSPHO1 inh = inhibitors of human PHOSPHO1 phosphatase. Q8TCT1. recombinant PHOSPHO1, absorbance phosphatase assay. inhibition, % at 13.3 µM. 1.1% of 290,000 active; in the data active = inhibition above about 60%
VIM-2 inh = inhibitors of Pseudomonas aeruginosa VIM-2 metallo-beta-lactamase; purified VIM-2, nitrocefin hydrolysis, epi-absorbance fluorescence; AID 1527; 0.89% of 290,000 active; inhibition, % at 5.6 µM;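 active = inhibition above the mean of all tested compounds plus 3 SD, cutoff set per screening run, cut at about 7.5% in these data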;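 note: red hydrolysis product quenches plate fluorescence so inhibitors raise well fluorescence; 0% = enzyme with DMSO and 100% = DMSO without enzyme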
IDE act = activators of human insulin-degrading enzyme in cells | activation, % at 5.96 µM | 0.073% of 340,000 active | AID 493087 | HEK cells, FAbeta-B cleavage, fluorescence polarization; 0% vehicle, 100% cell-free pure enzyme wells | P14735;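 active = activation above the mean of all tested compounds plus 3 SD, set per screening campaign, cut at about 17% in these data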
SUMO HTRF inh = blocks human SUMOylation mediated by UBC9 | P63279 | HTRF SUMOylation assay, SAE1/SAE2 + UBC9, in vitro | inhibition, % at 35 µM | 0.36% of 290,000 active; in the data active = inhibition above about 50%, passing the limit was not always enough; note: strong numbers were not always called active
NS3 helicase inh = inhibitors of Hepatitis C virus NS3 helicase | 0.56% of 290,000 active | NS3 helicase DNA unwinding, Cy5 molecular beacon fluorescence | inhibition, % at 10.9 µM;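 active = inhibition above the mean of all tested compounds plus 3 SD, set per campaign, cut at about 35% in these data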;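 note: 0% = DMSO wells and 100% = thioflavine S control wells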
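System: HCV NS3 helicase fragment; control set: DMSO and thioflavine S; technique: Cy5 fluorescence at 0 and 60 min, beacon hairpin quenching; reagent: beacon DNA duplex substrate plus ATP; replicates: singlicate; schedule: 1 h reaction at 25 °C, ATP-initiated; medium: MOPS buffer pH 6.5 with MgCl2, DTT, Tween20, BSA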
DNA FID counter = displaces DNA intercalator in HCV helicase counter-screen | DNA fluorescent intercalator displacement, fluorescence | inhibition, % at 7.9 µM | 0.17% of 290,000 active | AID 1845; in the data active = inhibition above about 37%;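 note: 0% = vehicle and 100% = reference compound; higher means more ethidium bromide displaced from hairpin DNA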
* marks the source's active call; other numbers are inactive results; nt = no result given; [ ] = remark or other dose. An excerpt, so the mix of outcomes need not match the whole.

Every second line gives: IMP-1 inhibitor	MEKK3 PB1 HTS	p-CIP stab down	PHOSPHO1 inh	VIM-2 inh	IDE act	SUMO HTRF inh	NS3 helicase inh	DNA FID counter
> Cn1c(-c2cccc(Br)c2)cnc1NCc1cccnc1
 : -3.2	101	5	18	-3.9	-3	-4	-6	11
> COc1cc(/C=N/NC(=S)Nc2cccnc2)cc(OC)c1O
 : -4.8	92	-2	-46	4.4	-2	-2	-6	-8
> O=C(Nc1cccc(F)c1)c1ccc(S(=O)(=O)N2CCCC2)cc1
 : -4.3	100	4	12	-2.8	-3	-50	4	-10
> CN=C1S/C(=C\c2ccc(OCC(=O)OC)c(OC)c2)C(=O)N1C
 : -7.2	99	-4	30	1.7	-1	2	-7	-31
> Cc1ccccc1OCCSc1nnc(-c2cccnc2)n1N
 : -1.2	100	-6	-66	0.1	2	2	5	-6
> CCOC(=O)CS(=O)(=O)c1nc(-c2ccc(F)cc2)cc(C(F)(F)F)n1
 : -2.4	100	-10	0	-0.1	0	5	4	-11
> NC(=O)NCc1cccnc1
 : 0.1	88	-19	7	1.2	4	16	13	-3
> CCOC(=O)c1c(C)[nH]c(C(=O)COC(=O)C23CC4CC(CC(Cl)(C4)C2)C3)c1C
 : -3.1	119	-11	16	-4.4	-1	-5	1	-7
> CCC(C)c1ccc(OCC(=O)Nc2ccc3[nH]c(=O)[nH]c3c2)cc1 (configuration not stated)
 : -3.0	198*	-1	5	-2.0	6	25	2	-14
> CCCCNC(=O)COC(=O)CCC(=O)c1ccc(F)cc1
 : 1.2	96	-6	1	0.3	6	11	0	-7
> O=C(Cc1ccc(Cl)cc1)Nc1cccc(S(=O)(=O)Nc2ccccc2F)c1
 : -2.8	100	-14	-15	-3.5	2	0	1	-11
> O=C(c1ccc(F)cc1)N(NC(=O)C(O)(c1ccccc1)c1ccccc1)c1ccccc1
 : -2.1	98	-10	3	-1.8	-2	17	-4	-13
> Cc1cc(NC(=O)Cc2ccccc2)no1
 : -1.6	102	-2	5	-0.8	6	9	-6	-23
> Cc1nc(CS(=O)(=O)c2ccccn2)sc1C(=O)NNC(=O)c1ccc(Cl)cc1
 : -1.4	104	-2	-7	-2.7	-2	13	-8	-6
> Cc1ccc(S(=O)(=O)N/N=C/c2ccc(O)c(O)c2)cc1[N+](=O)[O-]
 : -3.3	101	-2	-27	-2.9	7	-20	16	8

More records
Every second line gives: IMP-1 inhibitor	MEKK3 PB1 HTS	p-CIP stab down	PHOSPHO1 inh	VIM-2 inh	IDE act	SUMO HTRF inh	NS3 helicase inh	DNA FID counter
> O=S(=O)(c1cccs1)N1CCN(c2ccccn2)CC1
 : -1.2	100	-10	-1	-1.4	1	16	-1	-5
> COc1cc(/C=N/N(C)C2=NS(=O)(=O)c3ccccc32)cc(OC)c1OC
 : -1.9	105	2	28	32*	-6	9	-17	-15
> CCOC(=O)c1c(N)sn(-c2ccccc2C)c1=S
 : -2.6	100	-3	96*	-0.6	0	12	-4	-4
> O=C(CN1C(=O)CSC1=O)Nc1ccc(N2CCOCC2)cc1
 : -1.1	nt	-18	11	0.8	-4	6	1	1
> Cc1cc(N2CCOCC2)nc2ccc(NC(=O)CCC(=O)N3CCC(C)CC3)cc12
 : 0.1	94	-15	33	-3.3	4	2	1	-9
> CN(c1ccc(C(=O)NCC2CCCO2)cc1)S(C)(=O)=O (configuration not stated)
 : -3.5	104	2	15	-1.5	1	3	-14	-2
> Cc1cc(C(=O)Nc2ncn[nH]2)ccc1[N+](=O)[O-]
 : -5.4	73*[inhibitor]	6	2	-2.9	-1	-4	-5	3
> Cn1c(C(=O)OC(C(=O)NC2CCCCC2)c2ccccn2)cc2sccc21 (configuration not stated)
 : -2.2	95	4	11	0.9	3	4	8	-2
> Nc1nc2c(nc(N3CCCCC3)n2[C@@H]2O[C@H](CO)[C@@H](O)[C@H]2O)c(=O)[nH]1
 : -1.8	102	1	-19	-1.2	2	-13	-4	-5
> CCOc1nc(NC(=O)NS(=O)(=O)Oc2ccccc2Cl)nc(-c2ccccc2)n1
 : -0.1	99	-1	8	-1.7	-2	10	-3	1
> COC(=O)C(C(=O)N1CCN(C)CC1)C1CCCCCC1 (configuration not stated)
 : -2.7	95	-3	-20	-1.1	-2	3	-4	-2
> COc1ccc(CN(C#N)c2nc(C)cc(C)n2)cc1
 : -3.0	101	-6	29	-0.9	0	1	2	-17
> O=[N+]([O-])c1ccc(CSC2=NCCS2)cc1
 : -2.4	104	-8	14	-2.4	1	-2	-6	1
> OCC1(Cc2cccc(Cl)c2)CCCN(Cc2ccc(F)c(F)c2)C1 (configuration not stated)
 : -1.1	100	8	13	-1.2	0	-14	-22	5
> Cc1cc(/C([O-])=C(/C(=S)Nc2ccccc2)[n+]2ccccc2)c(C)n1-c1ccccc1
 : -4.3	98	-13	44	-1.2	2	11	9	-4

(list continues)
Every second line gives: IMP-1 inhibitor	MEKK3 PB1 HTS	p-CIP stab down	PHOSPHO1 inh	VIM-2 inh	IDE act	SUMO HTRF inh	NS3 helicase inh	DNA FID counter
> COc1ccc(N2CCN(C(=O)c3ccc(C)cc3Cl)CC2)cc1
 : -2.1	75	-12	-36	-0.2	1	10	-2	-25
> Nc1ccc(Oc2ccc3nc(-c4ccccc4)c(-c4ccccc4)nc3c2)cc1
 : -1.2	104	0	15	0.1	5	-6	1	0
> Cc1nn(CC2CC2)c(=O)n1-c1ccc(Cl)cc1
 : -3.2	102	-12	39	-3.3	5	27	-12	-1
> CCn1ccnc1CN1CCc2c([nH]c3ccccc23)C1C1CCCCC1 (configuration not stated)
 : -3.6	95	1	-8	0.3	-2	15	-28	2
> Cc1ccc(C)c(N2CCN(C(=O)C3CCN(c4nnc(N5CCCC5=O)s4)CC3)CC2)c1
 : -1.4	nt	-2	15	-3.1	-1	-18	-6	-34
> Cn1c2c(c(=O)[nH]c1=O)C(c1cccc(O)c1)C1=C(N2)c2ccccc2C1=O (configuration not stated)
 : -2.5	111	-6	44	-1.9	1	6	2	2
> CCNC(=O)/C(=C/c1ccc2c(c1)OCO2)NC(=O)c1ccc(Br)cc1
 : -4.1	99	-12	2	-2.6	-4	6	8	-7
> Oc1ccc(/C=N/NC(=S)NCCN2CCOCC2)c(O)c1
 : -3.9	108	-7	-113	-0.6	4	0	5	-1
> CCCc1cc(C(=O)NCCc2ccccc2)no1
 : -3.2	109	-9	22	-3.6	-2	-5	2	0
> C/C(=N\O)c1ccc(Cl)cc1Cl
 : 1.2	98	17	33	-1.9	4	16	-3	-1
> O=C(Nc1ccc2c(c1)OCO2)N1CCC(CO)(CC2CCCCO2)CC1 (configuration not stated)
 : -2.2	99	-17	40	-1.0	-4	7	7	-10
> CC(C)Oc1cccc(-c2nnc(SCC(=O)Nc3ccc4c(c3)OCCO4)n2N)c1
 : -3.5	94	-19	41	-2.0	1	-1	-5	-29
> COc1ccc(S(=O)(=O)n2cccc2)c(OC)c1
 : -3.0	97	-3	19	-1.4	5	-6	6	-2
> CCc1ccc(CNC(=O)c2ccc(OC3CCN(C(=O)COC)CC3)cc2)nc1
 : -1.6	100	-3	42	-0.8	-1	2	-3	-43
> COc1ccc(NC(=O)Cn2cccc2)cc1Cl
 : 0.1	96	1	-2	2.3	-7	12	9	5

Next compounds follow:
Every second line gives: IMP-1 inhibitor	MEKK3 PB1 HTS	p-CIP stab down	PHOSPHO1 inh	VIM-2 inh	IDE act	SUMO HTRF inh	NS3 helicase inh	DNA FID counter
> O=[N+]([O-])c1ccccc1Oc1ccccc1Cl
 : -1.8	98	-14	-12	0.0	0	27	-9	6
> O=c1[nH]c(Nc2ccc3c(c2)OCCO3)nnc1Cc1ccccc1
 : -1.1	95	-3	-14	-1.0	-6	2	-3	-3
> Fc1ccc(-[n+]2nc(Nc3ccccc3)sc2-c2c(Cl)cccc2Cl)cc1
 : -4.3	102	1	4	-2.6	2	3	-93	26
> N#CC(Nc1ccccc1)c1ccccc1OCc1ccccc1 (configuration not stated)
 : -0.5	103	-8	3	-3.1	1	23	-1	1
> Cc1nc(NC(=O)c2ccccc2[N+](=O)[O-])sc1C(=O)N(C)C
 : -2.7	109	-16	0	-1.8	-6	3	5	0
> CC(C)C(c1nnnn1Cc1ccc2c(c1)OCO2)N1CCN(C)CC1 (configuration not stated)
 : -4.0	115	-1	18	-3.3	4	-13	-4	7
> Cc1cccc2c(N)c3c(nc12)CCCC3 (tested in a mixture with another compound)
 : -2.7	95	-1	28	-0.5	6	18	6	0
> CCN(C(=O)CSc1cc(C)c2ccccc2n1)c1c(N)n(Cc2ccccc2)c(=O)[nH]c1=O
 : -1.1	101	5	-17	-3.0	-3	7	3	-27
> CCN(CC)CC#CCC(O)(c1ccccc1)C1CCCCC1 (configuration not stated)
 : -1.2	98	-9	16	-1.8	4	2	-16	11
> O=C(COc1ccc2c(c1)OCO2)Nc1nncs1
 : 0.8	97	-9	23	-0.5	4	10	6	-3
> Cc1nc(C(=O)NCC(=O)c2ccc(Cl)cc2)c(C(F)(F)F)o1
 : -3.4	102	-13	3	-2.2	-4	-23	3	-6
> COc1ccc(N2CC(C(=O)NCCS(=O)(=O)N3CCN(c4ccccc4)CC3)CC2=O)cc1 (configuration not stated)
 : -2.1	98	-3	43	-2.5	-3	7	4	-10
> Cc1ccc(S(=O)(=O)Nc2ccccc2F)cc1C(=O)NCCCN1CCCC1=O
 : -2.6	102	-12	-10	-1.6	5	-1	-1	-6
> C/C(=N/NC(=O)c1nnn(-c2nonc2N)c1-c1ccccc1)c1ccncc1
 : -4.8	96	13	24	-1.9	5	-2	3	-14
> COc1ccc(S(=O)(=O)Nc2cccc(C(C)=O)c2)cc1Br
 : -4.3	102	15	-5	-7.4	2	-6	1	-16

An excerpt from above with just IMP-1 inhibitor.
| canonical_smiles | IMP-1 inhibitor |
| --- | --- |
| CC(C)C(c1nnnn1Cc1ccc2c(c1)OCO2)N1CCN(C)CC1 (configuration not stated) | -4.0 |
| Cc1cccc2c(N)c3c(nc12)CCCC3 (tested in a mixture with another compound) | -2.7 |

The list goes on.
Every second line gives: IMP-1 inhibitor	MEKK3 PB1 HTS	p-CIP stab down	PHOSPHO1 inh	VIM-2 inh	IDE act	SUMO HTRF inh	NS3 helicase inh	DNA FID counter
> CC1CN(C(=O)COC(=O)c2ccc(N)c([N+](=O)[O-])c2)CC(C)O1 (configuration not stated)
 : -2.5	97	-9	-30	-5.3	4	14	9	-3
> Cc1nnc(NC(=O)CSc2ccccc2N)s1
 : -2.9	101	-2	14	-2.4	-3	9	1	-6
> O=C(O)c1ccc(Cn2cnc3cccnc32)cc1
 : -1.7	103	1	nt	-0.8	2	8	-4	-4
> CN1C(=O)C(C)(C)c2cc(S(=O)(=O)N3CCCC3C(=O)NCc3ccccc3Cl)ccc21 (configuration not stated)
 : -4.0	97	10	7	-0.8	-3	-8	-4	-40
> O=C(O)CSCC(=O)N1CCN(c2ccnc3cc(Cl)ccc23)CC1
 : -0.3	93	0	nt	-0.3	-14	-6	10	-5
> COc1cccc(C(C(=O)NC(C)(C)C)N(C(=O)CCC(=O)Nc2cc(C)on2)C(C)C)c1OC (configuration not stated)
 : -2.2	104	-5	-13	-0.7	5	9	-7	-25
> CCC(C(=O)O/N=C(\N)c1cccc(C)c1)c1ccccc1 (configuration not stated)
 : 0.3	105	-3	-5	-3.2	5	0	-12	-1
